HIV peptide binding – cell-free HIV fusion peptide-binding blockers – biochemical, uHTS, fluorescence dequenching, primary screen (AID 1986). cell-free peptide binding, fluorescence dequenching, 30 min; higher % means a stronger effect. inhibition, % at 20 µM; hits with a dose series show IC50 in µM. 290,000 compounds, 0.3% hits; in the data active means inhibition mostly above about 52%, no sharp cut-off; inactive means mostly below about 76%; further: some results filed as inactive read as strong as hits
Myeloid diff MLP – myeloid differentiation induction; ER-HoxA9 myeloid progenitors, lysozyme-GFP differentiation, flow cytometry; calls only at 10 µM; 360,000 compounds, 1% hits; AID 624256;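 active means normalized GFP-positive differentiation at or above the plate's own cutoff, the solvent-only control mean plus 3 SD; inconclusive means no clear call, values can overlap the other calls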;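 further: cells exposed to compound for four days before flow analysis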
GPR55 antagonists – GPR55 antagonists blocking LPI-driven arrestin recruitment, primary screen, imaging, U2OS, beta-arrestin-GFP, LPI agonist (AID 2013). U2OS GPR55 beta-arrestin-GFP translocation imaging, LPI antagonism; higher % means a stronger effect. one-dose inhibition, % at 10 µM; IC50 in µM for titrated hits. 290,000 compounds, 0.13% hits;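 active means spots per cell inhibited over 60%, with over 100 cells counted and total cytoplasm intensity under 500,000; inconclusive means wells with under 100 cells, flagged as likely toxic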;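 further: U2OS cells stably carrying GPR55 and arrestin-GFP stimulated by 5 µM LPI near EC80; imaged beta-arrestin-GFP aggregate spots per cell after agonist stimulation; plate controls were LPI-stimulated DMSO wells for no effect and DMSO wells without LPI for full effect; some results filed as inactive read as strong as hits; confirmed hits need IC50 under 10 µM and bright autofluorescent wells are also inconclusive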
KOR beta-arrestin-1 – kappa opioid receptor blockers – cell-based, luminescence, uHTS (AID 1778); inhibition, % at 10 µM, or IC50 in µM where a hit was titrated; KOR beta-arrestin recruitment, luminescence, antagonist mode; higher % means a stronger effect; 290,000 compounds, 0.091% hits; further: strong numbers were not always called active
GPR35 antagonists – inhibition of zaprinast-stimulated GPR35 beta-arrestin translocation – imaging, U2OS, beta-arrestin-GFP, zaprinast agonist, primary screen (AID 2058) | U2OS GPR35 beta-arrestin-GFP translocation imaging, zaprinast antagonism; higher % means a stronger effect | one-dose inhibition, % at 10 µM; IC50 in µM for titrated hits | 290,000 compounds, 0.052% hits;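 active means inhibition of at least 50% with at least 30 cells and total cytoplasm GFP at most 10,000,000; inconclusive means under 30 cells or total GFP of 10,000,000 plus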
NOD1 NF-kB reporter – NOD1 signaling inhibitors, primary screen, cell-based, luminescence, uHTS (AID 1578); 290,000 compounds, 1% hits; one-dose inhibition, % at 4 µM; EC50 in µM for titrated hits; NOD1-driven NF-kB luciferase reporter cells, luminescence; higher % means a stronger effect; in the data active means inhibition mostly above about 36%, no sharp cut-off; inactive means mostly below about 34%;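 further: HEK-293T reporter cells stimulated with the NOD1 agonist gamma-tri-DAP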
KOR beta-arrestin-2 – kappa opioid receptor activators – cell-based, luminescence, uHTS, primary screen (AID 1777) | KOR beta-arrestin recruitment, luminescence; higher % means a stronger effect | activation, % at 10 µM; hits with a dose series show EC50 in µM | 280,000 compounds, 0.02% hits; in the data active means activation above about 50%, passing the limit was not always enough; further: a part of the inactive calls stands beside numbers as strong as those of hits
GPR55 beta-arrestin – GPR55 agonists via beta-arrestin recruitment, primary screen, imaging, U2OS cells, beta-arrestin-GFP redistribution (AID 1961); U2OS GPR55 beta-arrestin-GFP redistribution imaging; higher % means a stronger effect; activation, % at 10 µM; hits with a dose series show EC50 in µM; 290,000 compounds, 0.048% hits;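 active means activation above 40% with more than 50 cells counted in the well; inconclusive means wells holding fewer than 50 cells, flagged as toxic or sparse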;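 further: U2OS osteosarcoma cells stably expressing GPR55 and beta-arrestin-GFP; plate controls were DMSO negative control for no effect and LPI positive control for full effect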
NOD2 inhibition – NOD2 signaling inhibitors, cell-based, luminescence, uHTS, HEK293 (AID 1566); HEK293 NOD2/NF-kB luciferase reporter, luminescence; higher % means a stronger effect; inhibition, % at 4 µM; hits with a dose series show EC50 in µM; 290,000 compounds, 0.63% hits; further: many of its hits are not listed in these tables
Myeloid diff MLP GFP+ MAC1+ % – recorded beside Myeloid diff MLP, whose call it bears; GFP+ MAC1+ double positive, %; measured here: differentiation confirmed by MAC1 staining
* marks the source's active call; other numbers are inactive results; i = inactive; ? = inconclusive; / = no result given; & = joins results of further samples; [ ] = another dose, or the depositor's remark. Unless noted, no stated cut-off is given here; in the data, active means inhibition above about 50%; inactive means the rest.

SMILES	HIV peptide binding	Myeloid diff MLP	Myeloid diff MLP GFP+ MAC1+ %	GPR55 antagonists	KOR beta-arrestin-1	GPR35 antagonists	NOD1 NF-kB reporter	KOR beta-arrestin-2	GPR55 beta-arrestin	NOD2 inhibition
CC(=O)c1cccc(N=Cc2c(O)ccc3ccccc23)c1	0.7%	i	0.8	5%	-62%[20 µM]	5%	-25%	0.2%	0.5%	10%
CSc1ccc(-c2nnn(Cc3ccc(Br)cc3)n2)cc1	3.9%	i	0.5	5%	11%	-9%	-13%	-5.6%	-0.1%	-12%
CSc1nc2c(cc1C#N)CCC2	-2.1%	i	0.7	1%	15%	3%	-4%	/	0.3%	14%
CSCCC(NC(=O)/C(=C/c1ccc2c(c1)OCO2)NC(=O)c1cccc([N+](=O)[O-])c1)C(=O)O (centres undefined)	-1.1%	i	0.3	7%	-4%	-6%	-14%	-0.6%	-0.6%	14%
O=C(CCS(=O)(=O)c1ccccc1Cl)NCCC1=CCCCC1	1.3%	i	3.0	1%	2%	0%	-45%	-4.4%	-0.1%	-24%
O=c1c2c3c(sc2n2cnnc2n1-c1ccccc1)N(Cc1ccccc1)CCC3	1.2%	/	/	6%	14%	-5%	0%	23%	0.2%	6%
CCN1CCN(c2nc3ccccc3n3cnnc23)CC1	0.6%	i	0.4	6%	8%	6%	-12%	-0.3%	0.3%	12%
CN1C(=O)CSc2ccc(NC(=O)N3CCN(c4ccccn4)CC3)cc21	-0.4%	i	1.0	-4%	35%	6%	-32%	5.0%	-0.5%	6%
N#CC(=C=[N-])c1nc2ccccc2nc1-[n+]1ccccc1	0.9%&1.9%	i	0.3&1.0	14%&2%	7%&-2%	-1%&-16%	-15%&-25%	0.9%&-7.2%	-0.2%&0.0%	16%&12%
COc1ccc(CC(=O)N[C@@H](CCSC)c2nc3ccccc3[nH]2)cc1	-0.4%	i	0.2	3%	8%	19%	-22%	-3.0%	-0.3%	16%
COc1ccc(Nc2nc(C)c3ccccc3n2)cc1	-1.9%	i	1.0	-2%	27%	19%	-63%	0.4%	0.3%	-52%
CC(/C=C/c1ccc(OCc2ccccc2)cc1)=N\O	-1.5%	i	0.0	9%	8%	-12%	-87%	4.3%	0.1%	-82%
O=C(NC1CCCCCCC1)c1cc(F)c(F)cc1Cl	1.2%	i	0.3	-3%	-37%[20 µM]	-7%	-19%	1.5%	-0.1%	-57%
O=C(N/C(=C/c1cccc([N+](=O)[O-])c1)C(=O)N1CCOCC1)c1ccccc1Br	-2.2%	i	2.9	-19%	1%	-29%	-40%	3.4%	-0.1%	-67%
COc1ccc(/C=C/C(=O)NC(CCSC)C(=O)O)cc1 (centres undefined)	1.6%	i	0.1	2%	8%	-2%	-4%	1.2%	0.2%	11%
CCN(CC)c1ccc(NC(=O)CSc2nc3ccccc3c(=O)[nH]2)cc1	2.0%	i	0.9	6%	5%	1%	-19%	-0.7%	-0.1%	1%
CC1(C)CC(=O)C(C=Nc2ccc3c(c2)OCO3)=C(O)C1	-1.9%	i	12	1%	11%	-5%	-32%	-1.4%	0.0%	-28%
COC(=O)c1ccc(NC2=C(Cl)C(=O)OC2OC(=O)c2ccccc2)cc1 (centres undefined)	0.1%	i	0.3	6%	9%	-8%	-19%	-3.9%	0.1%	9%
O=c1[nH]c(SCc2ccccc2F)nc2ccccc12	-0.5%	i	0.2	5%	-9%[20 µM]	1%	13%	0.7%	-0.1%	9%
S=c1[nH]nc(-c2ccncc2)n1/N=C/c1ccccc1	2.1%	i	1.3	14%	5%	0%	2%	-7.5%	-0.2%	21%
COc1cc(NC(=O)c2cncc(-c3ccc(C#N)cc3)c2)cc(C(=O)Nc2cccc(C(F)(F)F)c2)c1	1.6%	i	0.8&0.6	15%	5%	17%	-4%	0.5%	-0.1%	-22%
O=[N+]([O-])C(/C=C(\Cl)[N+](=O)[O-])=C1N(Cc2ccc(Cl)nc2)CCN1Cc1ccc(Cl)nc1	15%	i	8.4	17%	8%	36%	14%	0.3%	-0.1%	21%
NCCNC[C@@H]1COC2(CCCCCCCCCCC2)O1	-1.1%	i	0.4	19%	-31%	14%	-11%	7.9%	?	5%
O=C(c1ccc(OC2CCN(C(=O)c3cccnc3)CC2)cc1)N1CCCCCC1	1.2%	i	0.2	3%	2%	5%	-17%	5.4%	0.3%	32%
CN(Cc1ccccc1F)c1ncnc2sccc12	0.9%	i	1.0	8%	-28%	13%	-29%	-2.5%	-0.1%	24%
Cc1c(-c2ccccc2)oc2c(C(=O)OCC(=O)Nc3cccc(F)c3)cccc2c1=O	-3.8%	i	0.2	-7%	-19%	-17%	21%	2.9%	0.4%	8%
Cc1cccc(CSCc2ccc(C(=O)O)o2)c1	-0.7%	i	0.4	1%	-11%	2%	-8%	4.1%	0.0%	-1%
CCOc1nc(Nc2cc(Cl)ccc2OC)nc(OCC)n1	0.0%	i	0.8	3%	-18%	13%	-27%	-3.9%	0.3%	1%
COc1cc(/C=C2\CC/C(=C\c3ccc(OCCO)c(OC)c3)C2=O)ccc1OCCO	17%	i	0.4	-2%	1%[20 µM]	-11%	-19%	-2.1%	0.2%	17%
COc1c(Br)cc([N+](=O)[O-])c(OC)c1C(=O)NC(=O)Nc1nc(C)cc(C)n1	-2.2%	i	0.8	3%	-39%	22%	8%	0.5%	0.6%	-16%
NC(=S)N/N=C/c1coc2ccc(Br)cc2c1=O	2.3%	i	0.6	0%	-15%	-2%	19%	5.2%	-0.1%	18%
O=c1c2cnn(-c3ccc(F)cc3)c2ncn1Cc1ccc(F)cc1	0.0%	i	0.2	-3%	-5%	7%	-45%	-1.9%	0.0%	-5%
COc1ccc(/C=N/N=C2/NC(=O)C(CC(=O)O)S2)cc1OCc1ccccc1Cl (centres undefined)	30%	i	0.4	4%	-6%	-11%	-14%	-7.4%	0.2%	6%
Cc1ccc(NS(=O)(=O)c2ccc(C(=O)NCc3cccnc3)cc2)cc1	-2.5%	i	2.8	-13%	22%	2%	30%	-1.8%	0.0%	32%
Cc1c(O)ccoc1=O	1.5%	i	2.8	-18%	-14%	-13%	2%	-1.5%	0.5%	11%
CCc1cccc(CC)c1NC(=O)CSc1nnc(CCC(=O)O)c(=O)[nH]1	-1.3%	i	0.4	-1%	12%	-3%	-34%	-4.0%	0.5%	-3%
COc1ccc(OCc2nnc(SCC(=O)NC3CC4CCC3C4)o2)cc1 (centres undefined)	0.2%	i	0.3	-4%	-20%	1%	-12%	3.1%	0.5%	-10%
Cc1ccc(S(=O)(=O)N2CCC(C)CC2)cc1[N+](=O)[O-]	-0.6%	i	0.2	5%	-15%[20 µM]	14%	-9%	/	-0.1%	18%
O=C1CCN(Cc2ccccc2)CCN1CCSc1ccccc1	-0.1%	i	1.4	-7%	-28%[20 µM]	6%	-7%	-2.1%	0.9%	-5%
COc1ccc(-n2c(C)cc(C(=O)CN3C(=O)c4ccccc4C3=O)c2C)cc1	-1.9%	i	0.5	-5%	-7%	4%	0%	-3.9%	-0.1%	2%
Cc1cc2c(OCC(O)CN3CCCC3)cccc2[nH]1 (centres undefined)	-1.6%	i	0.1	16%	18%	11%	-26%	-1.1%	-0.3%	-8%
Cc1ccc(SC(C)C(=O)NCc2ccc(F)cc2)cc1 (centres undefined)	-1.6%	i	0.3	-2%	13%	-4%	-16%	-4.7%	0.4%	-6%
CCCCNCC(O)(c1ccc(Cl)cc1)c1ccc(Cl)cc1	0.1%	i	0.5	36%	16%	-4%	-25%	-6.1%	1.4%	6%
COc1cccc(C(=O)NCC2CCN(c3ccc(S(=O)(=O)N4CCOCC4)cc3)CC2)c1	-3.6%	i	1.9	-9%	-37%	-10%	10%	-4.6%	0.3%	23%
O=C(CNc1cccc(Cl)c1)c1ccc(Cl)cc1	-0.3%	i	5.2	8%	-12%	1%	-4%	2.9%	-0.1%	-9%
CCN1C(=O)/C(=C\C=C\c2ccccc2[N+](=O)[O-])SC1=S	-2.3%	?	/	5%	-32%	-24%	35%	4.6%	0.9%	-88%
O=Cc1sc([O-])nc1-[n+]1ccc2ccccc2c1	6.1%	/	/	10%	8%	-8%	1%	-0.6%	-0.1%	22%
O=C(Nc1ccccc1C(=O)N1CCN(CCO)CC1)c1cccc([N+](=O)[O-])c1	2.9%	i	0.8	-3%	-19%	3%	0%	6.6%	-0.1%	24%
COCCNC(=O)CSc1nc2ccccc2c(=O)n1-c1cccc(OC)c1	0.4%	i	0.6	2%	-15%	-8%	-24%	-1.5%	0.2%	7%
COc1cc(/C=C2\SC(=S)N(NC(=O)c3cccc(O)c3)C2=O)ccc1O	15%	i	1.6	15%	28%	8%	-4%	-3.1%	0.0%	10%
Cc1c(C(=O)N2CCC[C@H]2CO)oc2c(F)cccc12	0.1%	i	0.2	0%	-45%[20 µM]	20%	-51%	1.3%	0.1%	-20%
CC(C(=O)NCCS(=O)(=O)c1ccc(Cl)cc1)S(=O)(=O)c1ccccc1 (centres undefined)	0.9%	i	0.1	9%	-30%	3%	-38%	-2.8%	0.6%	3%
O=C(NCc1cn2ccsc2n1)c1c(F)cccc1Cl	3.0%	i	2.3	4%	-4%	-2%	-4%	1.9%	-0.1%	1%
Cc1ccc(SCCC(=O)Nc2cccnc2)cc1	2.3%	i	0.1	12%	-46%[20 µM]	11%	-29%	/	0.2%	8%
O=C(c1ccc(Cn2cc(Cl)cn2)cc1)N1CCN(c2ccccc2)CC1	2.4%	i	0.7	3%	8%	10%	0%	2.1%	-0.1%	6%
CCOC(=O)C(C)Sc1ncnc2c1nnn2-c1ccc(F)cc1 (centres undefined)	0.4%	i	0.5	11%	23%	2%	7%	-3.7%	-0.1%	-3%
CCCCCCCCCC(=O)N/N=C/c1ccc(C)s1	-0.9%	i	0.4	-5%	5%	11%	-22%	2.8%	0.0%	-14%
Cc1cccc(/N=C2/NC(=O)C(Cc3ccccc3)S2)n1 (centres undefined)	-1.2%	i	0.9	-3%	-50%[20 µM]	10%	-22%	/	-0.2%	10%

Assay outcomes: PubChem, several laboratories

A portion of the library; count on the stated rates, not on these rows.
